Screens from PubChem BioAssay.
GLD-1 TGE inh = GLD-1-TGE RNA interaction inhibition (C. elegans). AID 2280. 320,000 tested, 0.44% active. inhibition, % at 5.96 µM. Q17339. purified GLD-1 + fluorescein TGE RNA, fluorescence polarization;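 active = percent inhibition above a per-plate cutoff, the plate mean of test compounds plus 3 SD, cut at about 30% in these data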;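 also: 0% = DMSO wells with GLD-1 and probe and 100% = wells lacking GLD-1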
MEX-5 binding = C. elegans MEX-5 TCR-2 RNA binding activity; AID 1832; 300,000 tested, 0.38% active; Q9XUB2; MEX-5/FITC-TCR2 RNA binding, fluorescence polarization; stronger effect = lower value; activity score (negative = inhibition of binding), % at 10 µM;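 active = inhibition past about -25% in most replicates, and total fluorescence under double the plate's negative control median, limit read from the data; inconclusive = replicates evenly split on the limit, or fluorescence at least double controls; inactive = too little inhibition in most replicates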;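 also: 0% = DMSO and -100% = 5 µM competing unlabeled TCR2 RNA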
TPT1 inh = inhibitors of Candida albicans tRNA 2'-phosphotransferase TPT1; inhibition, % at 5 µM; recombinant caTPT1, FP RNA substrate dephosphorylation; 300,000 tested, 0.81% active; AID 1962;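 active = inhibition above the mean of all tested compounds plus 3 SD, set per screening campaign, cut at about 24% in these data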;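 also: plate controls were DMSO alone for no effect and ferristatin control at 100 nM for full effect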
Fam108B inh = blocks mouse Fam108B hydrolase in RBBP9 counter-screen; recombinant Fam108B, FP-Rh probe fluorescence polarization; inhibition, % at 9.51 µM; 300,000 tested, 0.33% active; AID 1947;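 active = inhibition above the screen mean inhibition plus 3 SD, computed separately per campaign, cut at about 18% in these data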;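 also: inhibitors lower polarization as less probe binds the enzyme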
Bcl-xL primary = inhibitors of human Bcl-xL; Q07817; GST-Bcl-xL / FITC-Bim BH3 peptide fluorescence polarization; inhibition, % at 10.9 µM; 320,000 tested, 0.7% active;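 active = inhibition above the mean of all tested compounds plus 3 SD, cutoff set per campaign, cut at about 30% in these data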;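 also: 0% = DMSO wells and 100% = unlabeled Bim-BH3 peptide competitor; inhibitors lower millipolarization by displacing the labeled peptide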
Target sequence (Q07817 whole entry, looked up): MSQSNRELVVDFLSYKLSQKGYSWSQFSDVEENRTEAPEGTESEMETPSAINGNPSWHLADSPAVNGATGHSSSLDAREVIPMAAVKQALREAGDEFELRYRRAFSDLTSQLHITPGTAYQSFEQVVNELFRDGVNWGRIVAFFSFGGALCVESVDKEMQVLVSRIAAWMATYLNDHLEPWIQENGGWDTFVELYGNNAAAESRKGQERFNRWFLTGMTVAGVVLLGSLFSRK
GSTO1 counter = blocks human GSTO1 in RBBP9 counter-screen; P78417; recombinant GSTO1, activity-based probe fluorescence polarization; inhibition, % at 5.96 µM; 300,000 tested, 1.1% active; AID 1974;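 active = inhibition above the campaign mean inhibition plus 3 SD, cut at about 35% in these data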;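 also: 0% = GSTO1-1 with DMSO and 100% = wells lacking GSTO1-1 enzyme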
PAD4 FP inh = blocks human protein arginine deiminase 4. Q9UM07. recombinant PAD4, RCA probe fluorescence polarization. inhibition, % at 6.36 µM. 330,000 tested, 0.41% active. AID 485272;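 active = percent inhibition above a cutoff equal to the mean of all tested compounds plus 3 SD, cut at about 15% in these data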;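 also: 0% = PAD4 with RCA probe and DMSO and 100% = probe without PAD4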
Target sequence (Q9UM07 whole entry, looked up): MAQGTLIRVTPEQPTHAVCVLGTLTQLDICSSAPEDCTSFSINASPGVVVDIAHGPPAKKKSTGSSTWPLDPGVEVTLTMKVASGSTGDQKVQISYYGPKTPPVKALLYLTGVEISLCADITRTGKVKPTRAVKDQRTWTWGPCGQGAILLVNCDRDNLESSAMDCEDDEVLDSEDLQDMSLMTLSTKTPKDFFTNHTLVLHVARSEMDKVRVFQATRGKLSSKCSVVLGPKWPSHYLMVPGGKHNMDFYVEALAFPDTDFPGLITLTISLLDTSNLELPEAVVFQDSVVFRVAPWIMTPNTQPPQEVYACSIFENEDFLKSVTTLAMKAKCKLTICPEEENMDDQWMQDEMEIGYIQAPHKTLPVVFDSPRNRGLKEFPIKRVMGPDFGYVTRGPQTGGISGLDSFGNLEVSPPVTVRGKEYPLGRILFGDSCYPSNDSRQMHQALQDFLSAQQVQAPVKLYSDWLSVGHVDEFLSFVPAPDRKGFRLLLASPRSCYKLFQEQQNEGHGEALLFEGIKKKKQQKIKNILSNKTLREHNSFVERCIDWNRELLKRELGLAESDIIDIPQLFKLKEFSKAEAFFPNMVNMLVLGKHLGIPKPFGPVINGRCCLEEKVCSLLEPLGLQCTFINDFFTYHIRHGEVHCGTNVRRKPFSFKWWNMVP
MCL1 BIM primary = MCL1-BIM-BH3 interaction inhibition (human); Q07820; GST-MCL1 / FITC-Bim-BH3 fluorescence polarization; inhibition, % at 10.9 µM; 320,000 tested, 0.68% active;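 active = inhibition above the mean inhibition of all tested compounds plus 3 SD, set per campaign, cut at about 40% in these data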;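 also: 0% = DMSO wells and 100% = unlabeled Bim-BH3 peptide control; higher means more loss of mP so more displacement of Bim peptide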
PME-1 primary = blocks human protein phosphatase methylesterase 1; Q9Y570; recombinant PME-1, FP-Rh probe fluorescence polarization; inhibition, % at 5.9 µM; 320,000 tested, 0.53% active;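 active = inhibition above the campaign mean of all compounds plus 3 SD, cut at about 26% in these data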;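 also: competitive labeling of PME-1 active site by serine hydrolase directed probe; 0% = PME-1 with DMSO and 100% = wells lacking PME-1 enzyme; inhibitors block probe labeling so polarization falls and inhibition rises; many of its hits are not listed in these tables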
* marks the source's active call; other numbers are inactive results; ? = inconclusive; . = not tested or not shown. A portion of the library; count on the stated rates, not on these rows.

SMILES	GLD-1 TGE inh	MEX-5 binding	TPT1 inh	Fam108B inh	Bcl-xL primary	GSTO1 counter	PAD4 FP inh	MCL1 BIM primary	PME-1 primary
O=C(CSc1nc(-c2ccccc2)c(-c2ccccc2)o1)NC1CCS(=O)(=O)C1 (configuration not stated)	4	-4.3	1	0	0	6	2	-2	0
COc1ccc(CNC(=O)C(=O)NCC2OCCN2C(=O)c2ccc(OC)cc2)cc1 (configuration not stated)	2	-0.4	0	-3	6	0	-3	3	-9
C[n+]1ccc(/C=C/c2c[nH]c3ccccc23)cc1	56*	?	56*	-4	11	-3	-2	-47	0
O=c1[nH]c(Cc2ccc(Cl)cc2)nc2ccccc12	5	1.6	1	-5	2	-1	0	14	6
O=C(COC(=O)c1c2c(nc3ccccc13)CCN(Cc1ccccc1)C2)Nc1c(F)cccc1F	39*	7.3	-7	1	34*	8	2	41*	1
CC(Sc1ccccn1)C(=O)Nc1ccc2c(c1)OCCO2 (configuration not stated)	4	.	.	.	-4	.	-1	-9	1
O=C(NCCC1=CCCCC1)C1CCCN(c2nc3ccccc3o2)C1 (configuration not stated)	3	-0.2	-1	0	6	3	-3	0	3
Cc1ccc(-c2nn(-c3ccccc3)cc2/C=C(\C#N)C(=O)NCc2ccccc2)cc1	1	1.5	0	-3	8	2	-1	3	2
Cc1noc(C)c1COc1ccc(C(=O)NNC(=O)c2ccccc2)cc1	2	-1.3	-1	-2	9	-2	-1	6	0
Cc1nn(-c2ccccc2)c2sc(C(=O)N(Cc3ccco3)C(C)C(=O)NC(C)(C)C)cc12 (configuration not stated)	6	0.2	-2	-7	4	-7	1	-2	2
O=C(Nc1cccnc1Cl)c1cccs1	5	-0.3	-5	-2	4	4	-5	3	12
CC(=O)Nc1ccc(C2NC(=O)CCC2[N+](=O)[O-])cc1 (configuration not stated)	-4	0.3	0	-3	2	-5	-2	5	5
CSc1ccccc1C(=O)NCc1ccccc1C	2	3.0	0	-1	1	4	-1	-3	2
CC(CN1CCOCC1)OC(=O)c1ccccc1Cl (configuration not stated)	3	-0.6	1	-2	2	4	-3	2	-2
COc1ccc(-n2c(SCC(=O)N3CCC(C(=O)O)CC3)nc3ccccc3c2=O)cc1OC	3	2.0	0	2	8	3	-3	5	-1
Nc1nnc(SCC(=O)NC2CCCCC2)s1	6	-2.0	0	0	4	-5	-3	15	-2
CCOC(=O)N1CCN(S(=O)(=O)c2ccc(C(=O)Nc3sc4c(c3C#N)CC(C)(C)NC4(C)C)cc2)CC1	1	1.4	2	3	1	3	0	6	8
CC1S/C(=C(\C#N)C(=O)NCc2ccco2)N(c2ccc(F)cc2)C1=O (configuration not stated)	7	-3.8	2	-3	5	3	0	-3	2
COc1ccccc1NCC(=O)NNCC(=O)Nc1ccc(F)c(Cl)c1	5	-2.5	-1	2	2	-2	3	1	12
CNC(=O)C(=O)Nc1nc(C23CC4CC(CC(C4)C2)C3)cs1	2	2.2	-3	-3	-5	-2	-21	-13	-3
O=C(NC12CC3CC(CC(C3)C1)C2)c1c(Cl)cccc1Cl	10	0.7	-4	3	5	5	-6	10	1
COc1ccc(C2C(C#N)=C(N)OC3=C2C(=O)CCC3)cc1Cn1nc(C)c([N+](=O)[O-])c1C (configuration not stated)	0	1.4	-4	5	0	-2	0	0	10
COc1cc(C(=O)NCC(=O)N/N=C(\C)Cc2ccccc2)cc(OC)c1OC	-2	0.5	-5	0	2	6	0	-4	2
Cc1cc(NC(=O)Cc2c(F)cccc2Cl)no1	-5	1.0	2	7	0	3	0	2	4
CCN(CC(=O)Nc1ccccc1C(F)(F)F)C(=O)c1cc2c(s1)CCCCC2	0	2.2	1	0	1	5	-7	-3	7

Following part.
SMILES	GLD-1 TGE inh	MEX-5 binding	TPT1 inh	Fam108B inh	Bcl-xL primary	GSTO1 counter	PAD4 FP inh	MCL1 BIM primary	PME-1 primary
COc1cc(/C(C)=N\NC(N)=S)cc(OC)c1OC	-7	0.0	-1	2	4	-1	1	10	2
COCCNC(=O)c1cccc(NS(=O)(=O)c2cccc3cccnc23)c1	4	0.7	-1	-2	5	1	1	4	-1
COc1ccccc1CNc1cc(C)ccc1C	-11	0.5	-1	-2	4	7	1	-3	1
O=C(NCCc1ccc(Cl)cc1Cl)c1cncc(Br)c1	2	0.0	-2	-7	0	1	0	5	-2
O=C(CN1CCN(c2ccccn2)CC1)Nc1ccc(Oc2ccccc2)cc1	5	2.0	0	3	4	1	-3	0	3
CC[N+](CC)(CC)CC(=O)Nc1ccc(SC(F)F)cc1	6	1.5	0	0	-28	-10	2	-31	0
Cc1cccc(OCCNc2cc(N3CCN(CCO)CC3)ccc2[N+](=O)[O-])c1	2	-0.8	-3	0	5	-7	3	2	3
O=C(O)CSc1nnc(C2COc3ccccc3O2)n1-c1ccccc1 (configuration not stated)	8	0.8	-2	1	-1	-8	-2	-8	1
Cc1cc(C(=O)OCC(=O)NCc2ccc(Cl)cc2)c(C)o1	3	-4.5	-3	2	1	18	-4	2	5
NC(=O)C(c1ccccc1)C1CCCCC1 (configuration not stated)	1	2.3	-9	-3	0	4	3	1	0
Cn1nc(C(=O)Nc2cccc(C(F)(F)F)c2)c2ccccc2c1=O	-1	0.3	0	-3	-8	-8	-4	-5	-13
COc1ccc(-n2nc3c(N4CCC(C(=O)N5CCCCCC5)CC4)nnc(C)c3c2C)cc1	-20	3.1	8	2	2	3	-7	2	-18
Cc1c(Cl)cccc1NC(=O)CNC(=O)Cc1c[nH]c2ccccc12	3	.	.	.	0	.	-1	0	-2
COc1ccc(CN2CCNC(=O)C2CC(=O)N(C)CC2CCOCC2)c(F)c1 (configuration not stated)	9	-0.4	2	8	13	1	-6	14	-6
O=C(CSc1nc(-c2ccco2)cc(C(F)(F)F)n1)NC1CCCCCCC1	1	-1.0	-2	2	3	4	-2	-1	1
O=S(=O)(NCc1cc(-c2ccccc2)no1)c1ccccc1Cl	3	-2.2	-3	1	2	9	-1	-3	-2
COc1ccc(C2c3ccc(O)cc3Oc3ncn(CCCO)c(=N)c32)cc1OC (configuration not stated)	3	1.2	5	-4	6	3	-2	0	-3
CCn1c(=O)cc(OCC(=O)O)c2ccccc21	3	-4.2	-6	0	10	-1	2	11	-6
O=C(O)CCCCCN1C(=O)C(O)=C(C(=O)/C=C/c2ccccc2)C1c1ccccc1[N+](=O)[O-] (configuration not stated)	-2	-40*	-5	2	10	5	2	4	5
Cc1ccc(C(=O)NCC(=O)NCC(=O)OCc2ccc(Cl)cc2)cc1	-4	-2.9	-4	3	2	5	-8	-1	2
CCN=C1SC(CC(=O)NC(C)c2ccccc2)C(=O)N1CC (configuration not stated)	5	0.9	-2	1	1	4	-2	-3	-4
COc1cc(-c2nc(S(=O)(=O)c3ccccc3)c(N3CCOCC3)o2)cc(OC)c1OC	11	-3.7	3	-1	0	2	0	-1	-4
Cc1cc(-c2ccc(C(C)C)c(S(=O)(=O)NCCN3CCC(C)CC3)c2)on1	1	-3.0	3	7	8	6	0	18	-7
Cc1cccc(NC(=O)CSCC(=O)Nc2ccccc2N2CCCC2)c1	1	0.5	2	4	8	3	-2	6	9
COc1ccccc1NC(=O)c1sc2ncn(Cc3ccccc3C)c(=O)c2c1C	3	3.3	7	-8	4	0	-2	2	-4

More entries:
SMILES	GLD-1 TGE inh	MEX-5 binding	TPT1 inh	Fam108B inh	Bcl-xL primary	GSTO1 counter	PAD4 FP inh	MCL1 BIM primary	PME-1 primary
COCCn1c(SCCOc2ccccc2)nc2ccccc2c1=O	7	0.6	-1	1	0	0	-10	-2	-3
CCOc1ccc(S(=O)(=O)NC2CCCC2)cc1	-1	0.3	2	1	1	2	0	-1	3
Fc1cccc(Cc2noc(CN3CCCN(C4Cc5ccccc5C4)CC3)n2)c1	0	0.8	-1	1	6	-5	-2	1	1
Cc1cccnc1NC(=O)Nc1ccc(Cl)cc1	5	2.3	-1	-4	-4	0	1	-1	-3
O=C(Nc1ccc(Br)cc1)C1CCCN(S(=O)(=O)c2cccnc2)C1 (configuration not stated)	4	-0.4	-1	4	1	4	2	2	3
CN(C)S(=O)(=O)c1ccc(C(=O)Nc2nnc(-c3ccc4c(c3)CCCC4)o2)cc1	2	-1.8	-4	-1	7	-7	0	4	-2
CC(=O)c1c(C)[nH]c(C(=O)CSc2nnc(-c3ccccc3)o2)c1C	-1	-4.8	-1	-7	-2	1	-4	1	-5
CCc1cc(C(=O)c2ccccc2)c(N)s1	-1	2.7	-2	2	11	16	-1	11	-4
CC1=C(C(=O)N2CCOCC2)C(c2cccc3ccccc23)NC(=S)N1 (configuration not stated)	-1	0.9	1	-5	6	4	2	8	-3
COC(=O)c1ccccc1NC(=O)c1cccs1	1	0.3	-2	-1	6	4	3	2	-2
O=S(=O)(c1ccc(SCCOc2ccccc2Cl)nc1)N1CCCC1	8	.	.	.	-1	.	0	5	1
COc1ccc(NC(=O)CCNC(=O)c2ccccc2Cl)cc1OC	4	0.6	-1	-3	10	0	-1	-1	-3
O=C(O)CCC(=O)N1N=C(c2cccs2)CC1c1cn(-c2ccccc2)nc1-c1ccccc1 (configuration not stated)	-2	?	8	-1	-1	0	-2	6	-6

An excerpt of these results, with values under each structure:
Results follow in this order: GLD-1 TGE inh | MEX-5 binding | TPT1 inh | Fam108B inh | Bcl-xL primary | GSTO1 counter | PAD4 FP inh | MCL1 BIM primary | PME-1 primary
COCCn1c(SCCOc2ccccc2)nc2ccccc2c1=O
→ 7 | 0.6 | -1 | 1 | 0 | 0 | -10 | -2 | -3
CCOc1ccc(S(=O)(=O)NC2CCCC2)cc1
→ -1 | 0.3 | 2 | 1 | 1 | 2 | 0 | -1 | 3
Fc1cccc(Cc2noc(CN3CCCN(C4Cc5ccccc5C4)CC3)n2)c1
→ 0 | 0.8 | -1 | 1 | 6 | -5 | -2 | 1 | 1
Cc1cccnc1NC(=O)Nc1ccc(Cl)cc1
→ 5 | 2.3 | -1 | -4 | -4 | 0 | 1 | -1 | -3
O=C(Nc1ccc(Br)cc1)C1CCCN(S(=O)(=O)c2cccnc2)C1 (configuration not stated)
→ 4 | -0.4 | -1 | 4 | 1 | 4 | 2 | 2 | 3
CN(C)S(=O)(=O)c1ccc(C(=O)Nc2nnc(-c3ccc4c(c3)CCCC4)o2)cc1
→ 2 | -1.8 | -4 | -1 | 7 | -7 | 0 | 4 | -2
CC(=O)c1c(C)[nH]c(C(=O)CSc2nnc(-c3ccccc3)o2)c1C
→ -1 | -4.8 | -1 | -7 | -2 | 1 | -4 | 1 | -5
CCc1cc(C(=O)c2ccccc2)c(N)s1
→ -1 | 2.7 | -2 | 2 | 11 | 16 | -1 | 11 | -4
CC1=C(C(=O)N2CCOCC2)C(c2cccc3ccccc23)NC(=S)N1 (configuration not stated)
→ -1 | 0.9 | 1 | -5 | 6 | 4 | 2 | 8 | -3
COC(=O)c1ccccc1NC(=O)c1cccs1
→ 1 | 0.3 | -2 | -1 | 6 | 4 | 3 | 2 | -2
O=S(=O)(c1ccc(SCCOc2ccccc2Cl)nc1)N1CCCC1
→ 8 | . | . | . | -1 | . | 0 | 5 | 1
COc1ccc(NC(=O)CCNC(=O)c2ccccc2Cl)cc1OC
→ 4 | 0.6 | -1 | -3 | 10 | 0 | -1 | -1 | -3
O=C(O)CCC(=O)N1N=C(c2cccs2)CC1c1cn(-c2ccccc2)nc1-c1ccccc1 (configuration not stated)
→ -2 | ? | 8 | -1 | -1 | 0 | -2 | 6 | -6
